KAT2A inh – blocks human GCN5L2 histone acetyltransferase. Q92830. GCN5L2 HAT assay, ThioGlo1 CoA-SH fluorescence. Potency, µM (series often up to 58.9 µM), for the others: at the top dose activity change, negative = inhibition, usual class: inhibitors. 390,000 tested, 0.21% active
Target sequence (Q92830 whole entry, looked up): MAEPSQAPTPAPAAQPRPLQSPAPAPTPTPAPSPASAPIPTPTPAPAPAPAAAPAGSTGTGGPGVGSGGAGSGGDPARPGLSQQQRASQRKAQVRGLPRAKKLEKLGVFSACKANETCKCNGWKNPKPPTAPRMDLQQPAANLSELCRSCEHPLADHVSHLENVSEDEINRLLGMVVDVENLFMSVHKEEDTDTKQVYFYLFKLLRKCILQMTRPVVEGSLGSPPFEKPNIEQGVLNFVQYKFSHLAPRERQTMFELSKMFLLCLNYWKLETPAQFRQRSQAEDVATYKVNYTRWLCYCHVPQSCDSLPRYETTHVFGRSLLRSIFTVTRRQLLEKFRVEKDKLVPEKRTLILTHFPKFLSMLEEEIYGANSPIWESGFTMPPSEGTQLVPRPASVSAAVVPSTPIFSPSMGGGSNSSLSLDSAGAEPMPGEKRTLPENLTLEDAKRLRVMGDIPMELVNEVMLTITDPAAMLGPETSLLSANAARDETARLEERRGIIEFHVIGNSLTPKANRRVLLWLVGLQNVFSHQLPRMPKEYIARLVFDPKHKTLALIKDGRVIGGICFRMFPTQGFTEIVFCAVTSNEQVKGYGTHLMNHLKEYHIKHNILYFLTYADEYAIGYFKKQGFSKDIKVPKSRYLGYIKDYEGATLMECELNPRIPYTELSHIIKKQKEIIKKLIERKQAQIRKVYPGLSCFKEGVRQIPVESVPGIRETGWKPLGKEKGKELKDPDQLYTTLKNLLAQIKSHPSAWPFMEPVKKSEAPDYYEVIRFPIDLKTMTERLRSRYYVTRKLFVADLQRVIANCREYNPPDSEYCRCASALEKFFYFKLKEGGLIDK
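GCN5L2 (20nM final) in 50mM HEPES, 0.1mM EDTA pH 7.5, 0.01% Tween-20 was preincubated 15 min at room temperature with compound, then given ThioGlo1 (50uM), H3(1-25) peptide (75uM) and acetyl-CoA (70uM); CoA-thiol fluorescence (Ex340/Em540) was read at 0 and 20 min.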
N370S GC – inhibits or activates N370S mutant glucocerebrosidase | P04062 | 330,000 tested, 0.092% active | AID 2101 | N370S GC spleen homogenate, 4MU-glucoside fluorescence | Potency, µM (series often up to 59.4 µM), for the others: at the highest dose activity change, negative = inhibition, most hits filed as inhibitors;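 note: 0% = full enzyme activity and -100% = no enzyme basal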
FEN1 inhibitor – inhibitors of human flap endonuclease 1. Potency, µM (doses to about 114 µM), for the others: top-dose activity change, negative = inhibition, hits mostly inhibitors. Recombinant FEN1 flap cleavage, fluorescence, 15 min. 390,000 tested, 0.35% active. AID 588795. P39748; note: nearly all actives have a fitted effect of over 65% in size
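Compounds are tested as a concentration series against 10 nM FEN1; after a 15 min room-temperature preincubation, 50 nM substrate starts cleavage, with plate reads at 0 and 15 min. Normalized responses are fitted by a Hill equation.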
* hit, by the source's call; u = inconclusive; x = no result given; & = joins results of further samples; [ ] = another dose, or the depositor's remark. Calls come from the whole dose curve; as a rule, active = well fitted curve in the direction sought with a large enough effect; inconclusive = small, poorly fitted or top-dose-only effect, or another doubt; inactive = no such curve, though single readings can be large; an effect the other way counts as inactive or inconclusive. Unless noted, % is set by controls: 0 for no effect and ±100 for the full control effect; potency is the fitted concentration of half-maximal effect. An excerpt; count on the stated rates, not on these rows.

Start of the listing, in advance, 21 compounds:
SMILES | KAT2A inh | N370S GC | FEN1 inhibitor
CC(C)N1C(=O)CCC1C(=O)NCc1cccs1 (stereo not drawn) | 0% | -4% | 3%
CCc1ccc(C(=O)COC(=O)CNC(=O)COc2ccccc2)cc1 | -5% | -8% | -9%&-11%
O=c1[nH]cnc2sc(-c3ccccc3)cc12 | -4% | 7% | -3%
O=C(CN1C(=O)c2ccccc2S1(=O)=O)c1ccc2c(c1)OCCO2 | -11% | -2% | 12%
Cn1ncc(C#N)c1NC(=O)c1cc(-c2ccccc2Cl)on1 | -17% | 0% | -5%
COc1cccc(C(=O)CN(C(=O)c2ccc(Cl)cc2Cl)N2C(=O)c3ccccc3C2=O)c1 | -6% | 7% | -2%
Cc1nc2ccccc2nc(C)c1=NOCc1ccc(Cl)cc1Cl | -10% | 1% | 7%
CCCNC(=O)COC(=O)/C=C/c1cccc(F)c1 | 0% | -3% | 0%
CC(=O)c1ccccc1NC(=O)COC(=O)/C=C/c1cccs1 | -4% | 18% | -6%
O=Cc1c(NCc2ccccc2)c2ccccc2[nH]c1=O | -2% | u | 12%
CC(Oc1ccccc1Br)C(=O)N1CCc2ccccc21 (stereo not drawn) | -7% | 16% | -18%
CC(C)CCN(C(=O)c1csnn1)C(C(=O)NC1CCCC1)c1ccccc1 (stereo not drawn) | -2% | 1% | -1%
Cc1ccc(NC(=O)CCC(=O)c2ccc(Br)cc2)cc1 | 0% | -3% | -4%
CCOC(=O)C1(CCCCCCOc2ccc(Cl)cc2)CO1 (stereo not drawn) | 1% | 3% | x
Cc1ccccc1N1C(=O)c2ccccc2C1Nc1cccnc1 (stereo not drawn) | 0% | -13% | -2%
CC(C)Cn1nc(NC(=O)C2CCCO2)c2cc3ccccc3nc21 (stereo not drawn) | -12% | 1% | 2%
Cc1cc(/C=C2/NC(=O)NC2=O)c(C)n1-c1cccnc1 | -3% | -10% | 2%
COc1ccc(/C(C#N)=C/c2c(-c3ccc(Cl)cc3)nc3c(C)cccn23)cc1 | 1% | -5% | -1%
COc1ccc(C(=O)N/N=C(\C)CC(=O)Nc2ccc3c(c2)OCO3)cc1 | -4% | 1% | -1%
C=CCOc1ccc(/C=C2\SC(N)=NC2=O)cc1OC | 2% | -11% | 6%
O=C(O)c1cccc(N2C(=O)c3ccc(Oc4ccc(Cl)cc4)cc3C2=O)c1 | 3% | 6% | -30%

All compounds of this part, from the start:
SMILES | KAT2A inh | N370S GC | FEN1 inhibitor
CC(C)N1C(=O)CCC1C(=O)NCc1cccs1 (stereo not drawn) | 0% | -4% | 3%
CCc1ccc(C(=O)COC(=O)CNC(=O)COc2ccccc2)cc1 | -5% | -8% | -9%&-11%
O=c1[nH]cnc2sc(-c3ccccc3)cc12 | -4% | 7% | -3%
O=C(CN1C(=O)c2ccccc2S1(=O)=O)c1ccc2c(c1)OCCO2 | -11% | -2% | 12%
Cn1ncc(C#N)c1NC(=O)c1cc(-c2ccccc2Cl)on1 | -17% | 0% | -5%
COc1cccc(C(=O)CN(C(=O)c2ccc(Cl)cc2Cl)N2C(=O)c3ccccc3C2=O)c1 | -6% | 7% | -2%
Cc1nc2ccccc2nc(C)c1=NOCc1ccc(Cl)cc1Cl | -10% | 1% | 7%
CCCNC(=O)COC(=O)/C=C/c1cccc(F)c1 | 0% | -3% | 0%
CC(=O)c1ccccc1NC(=O)COC(=O)/C=C/c1cccs1 | -4% | 18% | -6%
O=Cc1c(NCc2ccccc2)c2ccccc2[nH]c1=O | -2% | u | 12%
CC(Oc1ccccc1Br)C(=O)N1CCc2ccccc21 (stereo not drawn) | -7% | 16% | -18%
CC(C)CCN(C(=O)c1csnn1)C(C(=O)NC1CCCC1)c1ccccc1 (stereo not drawn) | -2% | 1% | -1%
Cc1ccc(NC(=O)CCC(=O)c2ccc(Br)cc2)cc1 | 0% | -3% | -4%
CCOC(=O)C1(CCCCCCOc2ccc(Cl)cc2)CO1 (stereo not drawn) | 1% | 3% | x
Cc1ccccc1N1C(=O)c2ccccc2C1Nc1cccnc1 (stereo not drawn) | 0% | -13% | -2%
CC(C)Cn1nc(NC(=O)C2CCCO2)c2cc3ccccc3nc21 (stereo not drawn) | -12% | 1% | 2%
Cc1cc(/C=C2/NC(=O)NC2=O)c(C)n1-c1cccnc1 | -3% | -10% | 2%
COc1ccc(/C(C#N)=C/c2c(-c3ccc(Cl)cc3)nc3c(C)cccn23)cc1 | 1% | -5% | -1%
COc1ccc(C(=O)N/N=C(\C)CC(=O)Nc2ccc3c(c2)OCO3)cc1 | -4% | 1% | -1%
C=CCOc1ccc(/C=C2\SC(N)=NC2=O)cc1OC | 2% | -11% | 6%
O=C(O)c1cccc(N2C(=O)c3ccc(Oc4ccc(Cl)cc4)cc3C2=O)c1 | 3% | 6% | -30%
CC(=O)Nc1ccc(NC(=O)COC(=O)c2c(C)nn(-c3ccccc3)c2C)cc1 | 1% | -5% | -4%
CN(C)c1ccc(C=C2C(=O)OC(C)(C(C)(C)C)OC2=O)cc1 (stereo not drawn) | -6% | -11% | -5%
CC(=O)Nc1cc2c(cc1NC(=O)Cn1nc(-c3ccccc3F)ccc1=O)OCCO2 | 0% | 10% | -1%

Brought forward from above: two compounds, followed by the next part.
SMILES | KAT2A inh | N370S GC | FEN1 inhibitor
CN(C)c1ccc(C=C2C(=O)OC(C)(C(C)(C)C)OC2=O)cc1 (stereo not drawn) | -6% | -11% | -5%
CC(=O)Nc1cc2c(cc1NC(=O)Cn1nc(-c3ccccc3F)ccc1=O)OCCO2 | 0% | 10% | -1%
C[C@H](CO)N1C[C@H](C)[C@@H](CN(C)S(=O)(=O)c2cccs2)Oc2c(NS(=O)(=O)c3ccc(F)cc3)cccc2C1=O | -1% | x | -13%
COc1ccc(-c2nn(CC(=O)N3CCCCC3)c(=O)c3ccccc23)cc1 | -6% | 2% | x
O=C(NNC(=O)c1ccc(NC(=O)c2ccccc2)cc1)c1ccc(F)cc1 | -17% | 0% | 15%
Cc1ccc(NC(=S)N/N=C/c2c(Cl)cccc2Cl)c(C)c1 | -8% | 13% | -4%
CO/N=C/c1cn(-c2ccc(Cl)cc2)nn1 | -6% | 15% | 2%
Cc1ccccc1OC(C)C(=O)Nc1cccnc1 (stereo not drawn) | -14% | -13% | 17%
CCOc1ccc(CC(=O)NCCc2csc(-c3ccc(C)cc3)n2)cc1 | -7% | x | -13%
CNC(=O)c1[nH]cnc1C(=O)NCC(=O)OCc1ccccc1 | -2% | -1% | -6%
COc1ccc(C(=O)NCC(=O)N/N=C/c2cccc(OC(=O)c3ccco3)c2)cc1OC | -10% | 16% | -1%
CCOC(=O)c1csc(-c2sccc2Br)n1 | -3% | 8% | -7%
Cc1ccccc1NC(=O)CN(C)S(=O)(=O)c1cccs1 | -16% | -3% | 0%
COc1cc(C=O)c(Br)cc1OCC(=O)NCc1ccccc1 | -14% | 11% | 15%
COc1cc(/C=N/N=C2/C(=O)Nc3ccccc32)ccc1O | -4% | -1% | -29%
CC1CC(C)CN(C(=O)c2ccc(Br)c(S(=O)(=O)N3CCOCC3)c2)C1 (stereo not drawn) | 1% | x | -6%
CCCCCCC(=O)NC(Nc1ccc(S(N)(=O)=O)cc1)C(Cl)(Cl)Cl (stereo not drawn) | -2% | -13% | -6%
CC1CC2(CC(C)(C(=O)CSc3n[nH]c(-c4ccccc4Cl)n3)OC2=O)C(=O)O1 (stereo not drawn) | -5% | 15% | 27%
CCCn1nnc(NC(=O)c2ccc(OC)cc2)n1 | -8% | 3% | -5%
CCc1ccccc1NC(=O)c1cc(S(=O)(=O)N2CCc3ccccc32)ccc1F | -14% | x | 8%
Cc1ccccc1N(CC(=O)N1CCN(c2ccccc2)CC1)S(C)(=O)=O | -8% | -1% | -11%
O=C1CCC([N+](=O)[O-])C(c2ccccc2F)N1 (stereo not drawn) | -4% | -2% | -2%
O=C1CCN(CCCc2ccccc2)CCN1[C@H](CO)Cc1ccccc1 | 0% | -19% | 13%
CCOC(=O)N1CCN(C(=O)CN(Cc2ccccc2)S(=O)(=O)c2ccc(OC)c(C)c2)CC1 | -18% | -12% | 0%
CCN1C(=O)N[C@@H](c2cccc(F)c2)C(C(C)=O)=C1C | x | 5%[12.8 µM] | 12%
CCN(CC(=O)Nc1c(F)cccc1F)C(=O)CN(C)S(=O)(=O)c1ccc(F)cc1 | -13% | -2% | -10%
Cc1cc(C)n2nc(SCC#N)nc2n1 | -4% | 6% | -8%
CC(=O)OCC(NC(=O)C(C)NC(=O)OC(C)(C)C)C1OC(n2ccc(=O)[nH]c2=O)C(OC(C)=O)C1OC(C)=O (stereo not drawn) | x | 1% | 10%
COc1ccc(O)c(/C=C2/SC(=S)N(Cc3ccccc3)C2=O)c1 | -10% | 0% | 8%
COc1cc(CN2CCN(CC3CC3)CC2CCO)cc(OC)c1 (stereo not drawn) | 0% | 6% | 1%
COc1cc(S(=O)(=O)Nc2c(C)nn(C)c2C)ccc1NC(C)=O | -8% | 1% | 6%
COc1ccc(C2C(=O)N(C3CCC(C)CC3)CC(=O)N2CCc2ccccc2)cc1OC (stereo not drawn) | 1% | x | -4%
Cc1nn(S(=O)(=O)N2CCOCC2)c(C)c1Br | 0% | -10% | -2%
Cc1ncc(CO)c2cc(C(=O)Nc3cccc(F)c3)c(=Nc3cccc(C(N)=O)c3)oc12 | -20% | -13% | -14%
O=C(C1CCCO1)N1CCc2ccccc21 (stereo not drawn) | -4% | -11% | -4%
COc1cccc(NC(=O)CSc2nnc(-c3cccnc3)o2)c1 | -2% | 0% | -2%
CC1CCC(C(=O)NC(C(=O)NCCN2CCC(C)CC2)C(C)C)CC1 (stereo not drawn) | -8% | 4% | 5%
CC(C)(C)NS(=O)(=O)c1ccc(NC(=O)C2CCCO2)cc1 (stereo not drawn) | 2% | -11% | -10%
Cc1sc2ncnc(Sc3ccccc3C(=O)Nc3ccccc3Cl)c2c1C | -13% | 24% | 6%
Cc1onc(-c2c(Cl)cccc2Cl)c1C(=O)Nc1ccc(Cl)cn1 | -28% | 13% | -13%
COCCn1c(SCC(=O)Nc2cccc(OC)c2)nnc1-c1ccc(Cl)cc1 | 0% | 2% | -13%
COc1ccc(C(=O)NCC(=O)N/N=C/c2c(C)[nH]c3ccccc23)cc1 | -15% | u | 5%
CCCCNC(=O)O[C@H]1C[C@@H]2CCN3C(=O)CCC[C@H]([C@H]1CC)[C@H]23 | 2% | 0% | -4%
CCCS(=O)(=O)c1c(S(=O)(=O)CCC)c2cc(CC)ccn2c1C(=O)c1ccc(Cl)cc1 | -6% | x | -22%
Cc1c(C(=O)N2CCN(c3ccc(F)cc3)CC2)sc2nc(-c3ccccc3)cn12 | -3% | 4% | -14%
O=C(c1ccc(F)cc1)C1CCN(C(=S)Nc2ccccc2)CC1 | -2% | -18% | -8%
Cc1cc(C)cc(NC(=O)c2ccccc2NC(=O)CCC(=O)O)c1 | -10% | 5% | -2%
Cc1ccc(S(=O)(=O)c2nc(-c3cccs3)oc2NCc2cccnc2)cc1 | -13% | -8% | -9%
Cc1ccccc1NC(=O)c1ccc(S(=O)(=O)N(C)C)cc1 | -2% | 7% | -3%
Cc1ccc(NC(=O)c2ccc([N+](=O)[O-])o2)c(C)c1 | 1% | -1% | 5%
O=C(Cn1nnc(-c2cccc(C(F)(F)F)c2)n1)NNS(=O)(=O)c1cccc(C(F)(F)F)c1 | 1% | 0% | 17%
O=C(NCc1ccc(F)cc1)C1CCN(S(=O)(=O)c2ccc(Cl)cc2)CC1 | -17% | -3% | 12%
CCOC(=O)CCSc1nc(C)c2cc(OC)ccc2n1 | -8% | -5% | -18%
Cc1cccc(-n2c(-c3ccco3)nc3c(cnn3-c3ccc(F)cc3)c2=O)c1 | -9% | x | -5%
COc1ccc(S(=O)(=O)NCC(c2ccco2)S(=O)(=O)c2cccs2)cc1F (stereo not drawn) | 3% | x | -10%
Cn1c(=O)[nH]c(=O)c2c1nc(N/N=C/c1ccncc1)n2Cc1ccc(F)cc1 | -17% | -4% | 3%
O=C(NC(=O)c1cc([N+](=O)[O-])ccc1Cl)C1=C(N2CCCC2)COC1=O | 2% | x | 16%
CCOc1cc(CNCCSc2nnnn2C)cc(Br)c1OCc1ccc(F)cc1 | 23% | -20% | -7%
COc1cc(CNCCc2c[nH]c3ccccc23)ccc1OCc1ccccc1F | 1% | u | -30%
Cc1cc(OCC(=O)NCCO)cc(C)c1Cl | 1% | 14% | -1%
O=C(Cn1cnc2ccccc2c1=O)N1CCN(Cc2ccccc2)CC1 | 3% | -2% | -4%

Bioassay records (PubChem BioAssay)
